From PubChem BioAssay
HepG2 viability: kills HepG2 cells in TGF-b inhibitor counter-screen; AID 588856; Potency, µM (series often up to 46.1 µM), for the others: at the top dose activity change, negative = cytotoxicity, most hits filed as cytotoxic; 410,000 tested, 0.76% active; HepG2 CAGA-GFP viability, ATP luminescence, 18 h; further: potency means the concentration at half of the fitted maximal effect; some results filed as inactive show a strong effect at the top dose
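HepG2 CAGA-GFP cells (1000/well, DMEM with 1% FBS) received compound, then TGF-beta at 500 pg/mL final, and were incubated 18 hours at 37 degrees C. Viability was read by CellTiter-Glo luminescence. Media-only wells were set as complete cell-killing and DMSO as no toxicity.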
TGFb SMAD3 inh: TGF-b pathway inhibition. HepG2 CAGA-GFP TGF-b/SMAD3 reporter, GFP fluorescence, 18 h; TGF-beta stimulated, 500 pg/mL final. Potency, µM (top dose mostly 46.1 µM), without a hit: at the highest dose activity, negative = inhibition, actives largely listed as inhibitors. 410,000 tested, 1.2% active; further: potency means the concentration at half of the fitted maximal effect; on the % scale 0 is the no-effect control and ±100 the full control effect; nearly all actives have a fitted effect of over 65% in size
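First, reporter cells (HEPG2 CAGA-GFP) rested 2 h at 37 degrees C. Next, compounds were pinned in and TGF-beta added to 500 pg/mL final. After 18 h, GFP was imaged per cell and summed per well.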
EPAC2 agonist: EPAC2 (human) agonism | EPAC2 activation, biochemical qHTS; response scale: 100% = 6.5 mM cAMP response | Potency, µM (doses to about 154 µM), without a hit: top-dose activation, hits mostly activators | Q8WZA2 | 360,000 tested, 0.079% active; further: potency means the concentration at half of the fitted maximal effect; nearly all actives have a fitted effect of over 50% in size
Target sequence (Q8WZA2 whole entry, looked up): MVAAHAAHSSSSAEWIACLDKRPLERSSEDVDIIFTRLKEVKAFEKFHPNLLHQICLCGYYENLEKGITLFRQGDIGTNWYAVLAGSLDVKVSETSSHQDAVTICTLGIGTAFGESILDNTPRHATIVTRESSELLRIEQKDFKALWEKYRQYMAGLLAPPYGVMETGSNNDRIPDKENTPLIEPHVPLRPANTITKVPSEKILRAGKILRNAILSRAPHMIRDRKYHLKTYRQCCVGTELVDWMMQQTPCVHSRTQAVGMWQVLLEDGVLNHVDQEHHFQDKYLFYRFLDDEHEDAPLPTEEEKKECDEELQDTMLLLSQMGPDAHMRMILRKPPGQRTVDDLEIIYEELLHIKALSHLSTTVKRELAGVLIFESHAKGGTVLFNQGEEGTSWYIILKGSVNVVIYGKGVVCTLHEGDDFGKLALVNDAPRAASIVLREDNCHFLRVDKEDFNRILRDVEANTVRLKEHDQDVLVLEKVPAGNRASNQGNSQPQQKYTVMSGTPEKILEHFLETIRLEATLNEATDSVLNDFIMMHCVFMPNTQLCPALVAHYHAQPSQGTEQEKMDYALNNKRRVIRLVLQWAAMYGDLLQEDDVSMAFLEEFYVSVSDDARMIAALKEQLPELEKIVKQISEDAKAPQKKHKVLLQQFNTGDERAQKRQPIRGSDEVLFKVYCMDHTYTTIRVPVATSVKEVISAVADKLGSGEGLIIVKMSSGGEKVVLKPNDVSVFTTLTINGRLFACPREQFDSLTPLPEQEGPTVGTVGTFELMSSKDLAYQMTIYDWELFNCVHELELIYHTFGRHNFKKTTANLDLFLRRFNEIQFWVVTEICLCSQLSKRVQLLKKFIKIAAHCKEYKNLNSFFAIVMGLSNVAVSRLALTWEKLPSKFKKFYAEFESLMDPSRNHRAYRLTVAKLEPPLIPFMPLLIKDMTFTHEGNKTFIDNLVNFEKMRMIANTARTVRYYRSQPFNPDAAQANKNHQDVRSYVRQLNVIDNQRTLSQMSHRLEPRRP
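Readout is BODIPY fluorescence (480 nm excitation, 540 nm emission), which falls as labeled GDP is exchanged off Rap1B. EPAC2 at 100 nM acted on 250 nM RAP1B-BODIPY-GDP with 50 uM GDP present.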
ATXN2 expr inh: reduces ATXN2 reporter expression in HEK-293 cells. HEK-293 ATXN2-luciferase reporter, luminescence, 24 h. Potency, µM (highest dose often 57 µM), for the others: at the top dose activity change, negative = inhibition, hits mostly inhibitors. 360,000 tested, 0.72% active; further: potency means the concentration at half of the fitted maximal effect; on the % scale 0 is the no-effect control and ±100 the full control effect; nearly all actives have a fitted effect of over 55% in size
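qHTS (up to 57 uM final) was run with 24 h compound exposure of reporter cells at 37 °C. Each well was multiplexed: SteadyGlo luminescence measured ATXN2-luciferase expression after a fluorogenic Gly-Phe-AFC viability readout (25 uM final).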
S2 tox: reduces viability in counter-screen for ATXN expression inhibitors. AID 651635. 400,000 tested, 0.49% active. S2 cells (HEK-293 line with an ATXN2-luciferase reporter) viability, CellTiter-Fluor protease fluorescence, 24 h. Potency, µM (top dose mostly 56.7 µM), actives largely listed as cytotoxic; further: potency means the concentration at half of the fitted maximal effect; nearly all actives have a fitted effect of over 40% in size
Nrf2 block: blocks Nrf2 signaling | A549 ARE-Fluc reporter, luciferase luminescence, 18-24 h | Potency, µM (top dose mostly 46 µM), for inactives: at the top dose activity change, negative = inhibition, usual class: inhibitors | 360,000 tested, 2.1% active | AID 504444; further: potency means the concentration at half of the fitted maximal effect; on the % scale 0 is the no-effect control and ±100 the full control effect; nearly all actives have a fitted effect of over 60% in size
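In this cell-based qHTS, ARE-driven firefly luciferase in A549 cells reports Nrf2 activity; the luminescent signal after BugLite lysis is the measured value, with a prior CellTiter-Fluor read for cell health.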
Nrf2 activator: activates Nrf2 signaling; AREc32 ARE-luciferase reporter (MCF7-derived line), luminescence, 24 h; Potency, µM (top dose mostly 46.1 µM), for inactives: at the highest dose activation, hits mostly activators; 410,000 tested, 0.31% active; AID 624171; further: potency means the concentration at half of the fitted maximal effect; % of control where 0% means no effect; nearly all actives have a fitted effect of over 65% in size
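AREc32_Fluc, 1000 cells/well, OPTI-MEM + 5% FBS, o/n 37 deg C 5% CO2; 23 nL cpd by pin tool, 24 hr; Steady-Glo 30 min RT, luminescence.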
A549 viability: A549 cytotoxicity, counter-screen for Nrf2 inhibitors. A549 ARE-Fluc cells, CellTiter-Fluor viability, 18-24 h. Potency, µM (top dose mostly 46 µM), without a hit: at the top dose activity change, negative = cytotoxicity, most hits filed as inhibitors. 390,000 tested, 0.16% active. AID 504648; further: potency means the concentration at half of the fitted maximal effect; on the % scale 0 is the no-effect control and ±100 the full control effect
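A549 ARE_Fluc cells in 5% FBS OPTI-MEM were exposed to compounds in concentration-response for 18-24 h at 37 deg C. Viability was read by CellTiter-Fluor fluorescence (Ex 405/Em 525) after 30 min, before the luciferase read.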
IL-2 act: activators of IL-2 | IL-2 activation reporter assay, cell-based qHTS; stimulated with anti-CD3/CD4/CD28 beads; in transgenic mouse T cells | AID 652025 | 360,000 tested, 0.065% active | activation, % (series mostly up to about 46 µM); in the data active means activation above about 50%; inconclusive means mostly about 30% to 49%; further: 0% is about no effect
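Readout: EGFP and DsRed signals by fluorescent plate cytometry. Unstimulated transgenic mouse T cells received compound 60 min before antibody-bead stimulation, then incubated 18 h at 37 degrees C.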
An asterisk follows results filed as active; i = inactive; ? = inconclusive; / = no result given; & = joins results of further samples; [ ] = another dose, or the depositor's remark. Unless noted, the call rests on the fitted dose curve; in most records, active means well fitted curve in the direction sought with a large enough effect; inconclusive means small, poorly fitted or top-dose-only effect, or another doubt; inactive means no such curve, though single readings can be large; an effect the other way counts as inactive or inconclusive. An unsorted share of the library (roughly 4.3% active in at least one column).

SMILES | HepG2 viability | TGFb SMAD3 inh | EPAC2 agonist | ATXN2 expr inh | S2 tox | Nrf2 block | Nrf2 activator | A549 viability | IL-2 act
CC(=O)Nc1ccc(S(=O)(=O)N2CCC(C(=O)c3ccc(Cl)cc3)CC2)cc1 | -1.7% | -28.5% | 9.5% | -35.8% | i | ? | 4.8% | -16.7% | -0.2
CCSC(=O)NC1CCCCC1 | -0.5% | -4.9% | 14.4% | -1.4% | i | 9.6% | 1.6% | 7.5% | 1.9
O=C(COC(=O)Cc1cccc(C(F)(F)F)c1)NCC1CCCO1 (stereo not given) | -0.2% | 8.4% | 11.8% | 10.3% | i | 4.2% | 0.1% | 11.8% | 2.7
Cc1coc2cc3oc(=O)c(CCC(=O)N4CCCCC4)c(C)c3cc12 | -33.3% | -16.1% | / | 1.5% | i | ? | 10.0% | -8.3% | /
Cc1nc(C(N)=O)nc2ccccc12 | -22.7% | ? | -1.3% | 9.5% | i | ? | -0.4% | 0.1% | 5.2
O=C(OCc1ccco1)c1ccc(S(=O)(=O)N2CCCCC2)cc1 | 8.9% | 0.0% | 7.6% | -0.5% | i | / | 5.3% | -2.0% | 0.8
O=C(OC(C(=O)NCc1ccc2c(c1)OCO2)c1ccc(Cl)cc1)c1ccco1 (stereo not given) | 4.5% | -29.0% | 7.9% | 0.9% | i | 12.3% | 0.0% | -6.7% | -0.7
O=S(=O)(c1ccc(OCC(O)CN2CCCC2)cc1)N1CCOCC1 (stereo not given) | 6.4% | -0.9% | -1.1% | 2.1% | i | 17.7% | 0.4% | 13.9% | -1.8
Cc1nnc(N2CCN(C(=O)NC(C)C)CC2)c2nn(-c3ccccc3)c(C)c12 | 5.2% | 3.4% | / | -9.7% | i | -1.0% | -0.6% | -0.9% | /
Cc1cccc(OCC(=O)Nc2nccs2)c1C | -9.9% | -14.5% | -1.3% | 12.8% | i | ? | 0.4% | 6.6% | -2.5
COc1ccc(OC)c(NC(=O)c2c(NCc3ccc(C)o3)sc3c2CCCCC3)c1 | -17.8% | ? | / | / | / | / | ? | -3.8% | /
Cc1ccc(Nc2c(-c3ccc(C)s3)nc3ccccn23)cc1 | -26.6% | 0.7% | / | 35.1%[activator] | i | -15.0%&-17.0% | 8.1% | -1.0%&8.5% | /
CCOCCOC(NC(=O)c1ccccc1)(C(F)(F)F)C(F)(F)F | 7.9% | 0.7% | -9.9% | 0.6% | i | -9.9% | -0.5% | -0.8% | -3.3
CC(C)(C)c1ccc(-c2n[nH]c(=S)n2CC2CCCO2)cc1 (stereo not given) | 6.4% | 4.7% | 9.7% | -5.2%[11.3 µM] | i | -8.8% | -0.1% | 1.0% | -1.0
Cc1ccc(C)n1-n1c(C)nc2sc(-c3ccccc3)cc2c1=O | -9.5% | -25.5% | -22.6%[15.6 µM] | 3.9% | i | ? | 2.4% | -6.5% | 0.5
Cc1cc(C)c(S(=O)(=O)NCC(c2cccs2)S(=O)(=O)c2ccccc2)c(C)c1 (stereo not given) | 6.31µM* | 5.62µM* | / | / | / | / | ? | 7.3% | /
C=CCOc1ccccc1CNn1nnnc1N | -13.8% | -4.0% | -3.1% | 0.5% | i | 18.4% | -0.6% | -1.3% | 1.3
CN(C)c1ccc(-c2n[nH]c(=S)n2-c2ccccc2)cc1 | -0.6% | 11.1% | 5.1% | 4.6% | ? | -3.4% | 3.3% | -1.7% | -3.3
CC1(C)Cc2c(c(N3CCCCC3)[nH]c(=S)c2C#N)CS1 | 6.2% | 3.5% | 2.0% | 24.5% | i | -0.7% | -0.7% | 0.8% | 1.3
O=S(=O)(c1ccccc1)N1CCN(C2CCN(Cc3ccccc3)CC2)CC1 | -27.9% | 24.8% | 7.2% | -1.0% | i | / | 6.3% | 27.3% | 2.2
CCN(C(=O)COC(=O)C1CC1)c1c(N)n(Cc2ccccc2)c(=O)[nH]c1=O | -39.9% | -8.4% | 3.8% | -10.1% | i | -8.7% | 1.5% | 2.1% | 0.3
CCN=C1SC(CC(N)=O)C(=O)N1CC (stereo not given) | -63.3% | -2.5% | 10.1% | 7.3% | i | -4.0% | -0.7% | 4.8% | -1.8
CN(C)c1ccc(N=Nc2ccccc2C(=O)OCC(=O)NC2CCCC2)cc1 | -69.4% | ? | 10.1% | -2.5% | / | ? | ? | -22.1% | -6.9
Cc1c(C(=O)N2CCCCC2)c(S(=O)(=O)NCc2ccc(N(C)C)cc2)c(C)n1C | 1.5%&5.3% | -0.2%&25.8% | 0.5% | -2.1%&-1.2% | i | ? | -0.5%&1.8% | -8.2%&-1.7% | -2.0
O=C(CCC(=O)OCc1cccc(C(=O)Oc2ccccc2)c1)Nc1cccc2ccccc12 | 3.2% | 15.0% | 1.2% | 23.6% | i | / | -0.1% | -2.1% | 1.7
SMILES | HepG2 viability | TGFb SMAD3 inh | EPAC2 agonist | ATXN2 expr inh | S2 tox | Nrf2 block | Nrf2 activator | A549 viability | IL-2 act
CNC(=O)NC(=O)C(OC(=O)CCNS(=O)(=O)c1ccccc1)c1ccccc1 (stereo not given) | 2.4% | -3.9% | 9.8% | -19.2% | i | 3.5% | -0.2% | 10.9% | -1.4
Cc1ccc(C(=O)COc2ccc3ccc(=O)oc3c2)cc1 | 9.4% | 11.9% | 0.1% | 8.4% | i | -4.8% | 2.3% | 2.1% | -0.3
CCNC(=O)NC(=O)COC(=O)c1cccc(S(=O)(=O)N2CC3(C)CC2CC(C)(C)C3)c1 (stereo not given) | 0.3% | -1.0% | -11.1% | 5.0% | i | -2.1% | -0.5% | -12.1% | -4.2
Cc1ccc(S(=O)(=O)N2CCCC(C(=O)NCCCN3CCCCC3C)C2)cc1 (stereo not given) | -12.3% | -29.0% | 9.3% | 1.2% | i | 7.8% | 0.2% | 10.4% | 7.5
COc1ccccc1OC1OC2COC(c3ccco3)OC2C(O)C1NC(C)=O (stereo not given) | -2.6% | 0.0% | 5.1% | -18.1% | ? | 13.5% | -0.6% | 1.0% | 0.9
COc1cccc(CN2CCC(C(=O)N3CCN(c4ccccc4F)CC3)CC2)c1 | -8.5% | -13.8% | 0.2% | 1.4% | ? | 5.3% | 0.2%[9.22 µM] | 1.4% | -0.2
CCc1c(C)sc(NC(=O)c2cnn3cccnc23)c1C#N | 4.3% | 5.0% | -4.2% | 0.1% | i | / | -0.3% | -0.2% | 0.9
CC(C)CNC(=O)c1nc(-c2ccccc2)n(-c2ccccc2)n1 | -7.9% | 3.0% | 0.0%[15.6 µM] | 76.4%[activator] | i | ? | 0.7% | 2.0% | 0.5
O=C(NC1CCCC1)c1ccc2c(c1)N(Cc1ccccc1F)C(=O)c1ccccc1S2 | -13.4% | -6.7% | / | / | / | / | 0.8% | -5.7% | /
Nn1c(SCC(=O)NC(=O)NCc2ccco2)nnc1-c1ccc(OC(F)F)cc1 | -1.7% | 6.4% | -3.1% | 1.9% | i | -0.1% | 2.2% | -0.6% | 2.1
O=C(NCCN1CCCCCC1)c1ccc(CS(=O)(=O)c2ccc(Br)cc2)o1 | -16.6% | -1.7% | 2.8% | -7.5% | ? | 10.0% | 0.1% | 6.7% | -2.3
CCOc1ccc(CCNC(=O)C2CCN(S(=O)(=O)N3CCC(C)CC3)CC2)cc1OCC | 2.7% | -8.5% | 2.6% | 2.0% | i | -11.8% | -0.3% | 7.6% | -3.3
N#Cc1nn(-c2ccccc2)nc1N1CCCCC1 | -1.1% | 25.4% | 11.4% | 27.1% | i | / | 10.7% | 11.0% | -3.0
COc1ccc(S(=O)(=O)N2CCN(C(=O)Nc3ccccc3OC)CC2)cc1 | 0.6% | 4.7% | 0.6% | 2.4% | i | -1.0% | 0.0% | 7.7% | -3.1
NC(=O)CC(NC(=O)Cc1cccc2ccccc12)c1ccc(NC2CCCCC2)c([N+](=O)[O-])c1 (stereo not given) | -9.6% | 5.4% | -16.0% | 11.8% | i | ? | 0.2% | -11.9% | -0.3
